Bioassay records from PubChem BioAssay.
ALOX15B inhib – 15-hLO-2 (ALOX15B) enzyme inhibition | Potency, µM (doses to about 57.1 µM), for the others: top-dose activity change, negative = inhibition, usual class: inhibitors | 0.56% of 110,000 active | O15296 | purified 15hLO-2, xylenol orange hydroperoxide absorbance; also: potency is read from the fitted curve at half-maximal effect; nearly all actives have a fitted effect of over 60% in size; many of its hits are not listed in these tables
Target sequence (O15296 whole entry, looked up): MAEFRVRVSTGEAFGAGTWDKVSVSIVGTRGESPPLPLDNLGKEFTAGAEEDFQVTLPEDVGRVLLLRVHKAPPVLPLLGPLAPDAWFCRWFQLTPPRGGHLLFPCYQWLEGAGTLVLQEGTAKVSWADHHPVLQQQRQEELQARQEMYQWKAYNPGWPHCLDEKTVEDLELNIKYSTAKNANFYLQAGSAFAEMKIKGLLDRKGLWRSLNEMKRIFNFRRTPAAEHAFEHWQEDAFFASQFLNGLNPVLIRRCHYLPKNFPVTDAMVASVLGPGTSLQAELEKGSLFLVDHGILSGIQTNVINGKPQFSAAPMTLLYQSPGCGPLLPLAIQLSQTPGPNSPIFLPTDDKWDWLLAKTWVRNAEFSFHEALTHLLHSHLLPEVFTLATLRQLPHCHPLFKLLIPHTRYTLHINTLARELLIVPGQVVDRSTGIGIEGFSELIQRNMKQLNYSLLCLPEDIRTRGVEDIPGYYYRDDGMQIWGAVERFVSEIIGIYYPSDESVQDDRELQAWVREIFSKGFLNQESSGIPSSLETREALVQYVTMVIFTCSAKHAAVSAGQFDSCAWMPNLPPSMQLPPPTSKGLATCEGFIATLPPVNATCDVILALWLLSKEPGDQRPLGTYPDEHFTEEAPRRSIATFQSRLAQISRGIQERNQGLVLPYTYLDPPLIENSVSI
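Purified human 15hLO-2 (50 nM final) preincubated with compounds 15 min at room temperature in 25 mM Hepes pH 7.5, 0.01% Triton X-100, then 45 uM arachidonic acid added for 90 min; hydroperoxide detected via ferrous/xylenol orange, 573/405 nm absorbance ratio.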
PNC assembly inh – perinucleolar compartment assembly inhibition | PC3M PTB-GFP, PNC prevalence imaging, 16 h; stronger effect = lower value | activity change (PNC), negative = inhibition, % at 10 µM | 3.1% of 140,000 active | AID 2417;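 active = readout at or below -70, meaning at least 70% loss of cells showing the perinucleolar compartment, a nuclear body marking cancer cells; inconclusive = readout between -30 and a set limit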;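 also: plate controls were DMSO wells for no effect and camptothecin positive control wells for full effect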
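PC3M cells stably expressing PTB-GFP, 750–1000 cells/well, treated 16 h at 37 °C with compound (23 nl of library stock), in duplicate. After paraformaldehyde fixation and Hoechst stain, imaged at 20x; PNC prevalence scored by image analysis.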
ALOX12 inhib – 12-hLO (ALOX12) enzyme inhibition; purified 12-hLO, xylenol orange hydroperoxide absorbance; Potency, µM (highest dose often 57.1 µM), for the others: top-dose activity change, negative = inhibition, usual class: inhibitors; 0.12% of 150,000 active; AID 1452; also: potency is read from the fitted curve at half-maximal effect; nearly all actives have a fitted effect of over 55% in size; many of its hits are not listed in these tables
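Xylenol orange chromogenic assay: hydroperoxide from 12hLO oxidises Fe(II), giving red-shifted Fe(III)-XO absorbance. Conditions: 150 nM enzyme, 40 uM arachidonic acid, 25 mM Hepes pH 7.0, 0.01% Triton X-100, 30 min, room temperature.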
IMPase inh – cell-permeable inhibitors of inositol monophosphatase (IMPase). P97697. AID 901. CHO-M1 cells, IP1 accumulation, HTRF TR-FRET ratio. inhibition (IP1 accumulation), % at 46.1 µM. 120,000 tested, under 10 active; active = well fitted curve in the direction sought with a large enough effect in the signal ratio, not every such curve was filed as active; inconclusive = small, poorly fitted or top-dose-only effect, or a change in a side signal; inactive = no such curve, though single readings can be large or run the other way; the % refers to the signal ratio;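 also: cells stimulated with carbachol in lithium chloride buffer; plate controls were DMSO basal wells for no effect and reference inhibitor wells for full effect; higher means more IMPase inhibition seen as more IP1 and lower FRET ratio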
Target sequence (P97697 whole entry, looked up): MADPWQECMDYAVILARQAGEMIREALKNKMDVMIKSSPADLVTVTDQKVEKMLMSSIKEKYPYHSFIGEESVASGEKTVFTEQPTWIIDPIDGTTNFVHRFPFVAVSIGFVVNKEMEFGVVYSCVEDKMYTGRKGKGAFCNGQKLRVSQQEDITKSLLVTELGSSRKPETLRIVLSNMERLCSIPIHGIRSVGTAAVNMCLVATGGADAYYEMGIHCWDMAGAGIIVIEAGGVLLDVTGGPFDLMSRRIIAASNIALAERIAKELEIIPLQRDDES
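Carbachol-driven Gq signalling in CHO-M1 cells (2000/well) generates IP1. Compounds that block IMPase raise IP1 and so reduce the FRET signal from Eu-anti-IP1 and d2-IP1 after a 10 min room-temperature lysis.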
The depositor's hits bear a star; ? = inconclusive; . = no result given; & = joins results of further samples; [ ] = another dose, or the depositor's remark. Unless noted, calls follow the shape of the dose curve; as a rule, active = well fitted curve in the direction sought with a large enough effect; inconclusive = small, poorly fitted or top-dose-only effect, or another doubt; inactive = no such curve, though single readings can be large; an effect the other way counts as inactive or inconclusive. Unless noted, % is scaled to controls: 0 for no effect and ±100 for the full control effect.

Values run as follows: ALOX15B inhib | PNC assembly inh | ALOX12 inhib | IMPase inh
CCc1ccccc1NC(=O)CN(C)C(=O)Cn1ncc(Cl)c(Cl)c1=O
→ . | -28 | 1% | -10
CCCC(=O)Nc1c(C)n[nH]c1C
→ 6% | 70 | 0% | 10
O=C(CN1CCCCCC1)Nc1ccccc1F
→ -10% | -85* | -5% | -11
N#Cc1c(NC(=O)CSc2ncn(-c3ccccc3)n2)sc2c1CCCC2
→ -16% | ? | -6% | 4
Cc1c(NC(=O)c2cc(-n3cnnc3)ccc2Cl)cccc1-c1nc2ccccc2o1
→ . | 7 | 2% | 0
Cc1ccc(-c2nn(-c3ccccc3)cc2/C=N/NS(=O)(=O)c2ccccc2)cc1
→ -19% | -13 | -10% | -6
Cc1nnc(SCC(=O)NCc2ccc3c(c2)OCO3)[nH]c1=O
→ 5% | 32 | -3% | -6
CCOc1ccc(C(=O)NCC(=O)OCc2csc(-c3ccccc3)n2)cc1
→ . | 6 | 1% | 5
CCOc1ccccc1NC(=O)COC(=O)CN(C)S(=O)(=O)c1ccc(C)cc1
→ . | 0 | 5% | .
COc1ccc(OCC(=O)NNC(=O)C2CCCO2)cc1 (stereo not drawn)
→ . | -2 | -1% | .
Cc1cc(C)nc(N/N=C/C(Cl)=C/c2ccccc2)n1
→ 10% | 4 | -4% | 0
Cc1cccc(OCCn2c(CCCO)nc3ccccc32)c1
→ 11% | ? | 1% | 5
CCc1cc(Cl)c(OC)c(C(=O)NC[C@@H]2CCCN2CC)c1O
→ 55%[activator][0.0915 µM] | . | 2%[0.00818 µM] | 26[20.6 µM]
O=C(COc1ccc2ccccc2c1Br)Nn1cnnc1
→ 5% | ? | 2% | ?
COc1cc(C(=O)N/N=C/C2CC=CCC2)cc(OC)c1OC (stereo not drawn)
→ . | -25 | -3% | .
CC(=O)OCC(OC(C)=O)C(OC(C)=O)C(OC(C)=O)C(=O)Nc1ccc(C)cc1 (stereo not drawn)
→ 5% | -20 | -6% | 1
O=C(CCCl)Nc1cc(SCCO)cc([N+](=O)[O-])c1
→ -4% | -11 | -4% | 5
Cc1cc(NC(=O)c2ccc(NC(=O)c3cccs3)cc2)no1
→ . | ? | 3% | -4
O=C(NC(Cc1ccccc1)C(=O)O)/C(=C\c1ccc(F)cc1)NC(=O)c1ccccc1 (stereo not drawn)
→ -7% | 65 | 0% | 4
COCCNC(=O)C(=O)Nc1ccc(Br)cc1
→ . | -14 | -3% | 6

Entries of single compounds, looked up by structure.
Record of Cc1nnc(SCC(=O)NCc2ccc3c(c2)OCO3)[nH]c1=O → ALOX15B inhib: 5%; PNC assembly inh: 32; ALOX12 inhib: -3%; IMPase inh: -6
Record of Cc1c(NC(=O)c2cc(-n3cnnc3)ccc2Cl)cccc1-c1nc2ccccc2o1 → ALOX15B inhib: .; PNC assembly inh: 7; ALOX12 inhib: 2%; IMPase inh: 0

Following part.
Values run as follows: ALOX15B inhib | PNC assembly inh | ALOX12 inhib | IMPase inh
CCCc1nc(N2CCN(C)CC2)c2sc(=S)n(-c3ccccc3)c2n1
→ -1% | ? | -1% | -2
c1ccc(NCc2nc(-c3ccccc3)no2)cc1
→ -2% | 3 | -2% | -12
COc1ccc(/C=C2\N=C(SC)N(C)C2=O)cc1
→ -18% | 28 | -1% | -2
CCCNc1ncnc2c1cnn2-c1ccc(OC)cc1
→ 3% | -10 | -15% | -4
N=c1n(CCN2CCCCC2)c2ccccc2n1CC(O)COc1ccccc1 (stereo not drawn)
→ 57%[activator] | 49 | -6% | 13&11
COc1ccc(C(=O)c2ccccc2Cl)cc1
→ 3% | -5 | 4% | 2
COc1ccccc1NC(=O)c1ccccc1NC(=O)c1cc(Cl)ccc1NC(=O)c1ccco1
→ ? | ? | -7% | 2
O=C(Cc1ccc2c(c1)OCCO2)N1CCN(S(=O)(=O)c2cccc(Cl)c2Cl)CC1
→ . | -21 | 1% | .
Cc1ccc(OCc2cc(C(=O)Nc3ccccc3)oc2C)cc1
→ 6% | 21 | -5% | 1
CN1C(=O)N(C)C2(CC1(C)C)CC(C)(C)N(C)C(=O)N2C
→ -1% | -6 | 2% | 17
O=C(CCN1C(=O)c2ccccc2C1=O)Nc1ccc(-c2cn3ccsc3n2)cc1
→ -1% | ? | -6% | -2
CCCCN(C(=O)Nc1ccc(Cl)cc1)C1CCN(C(C)=O)CC1
→ 4% | -95* | 2% | 4
Cc1ccc(-n2nc(-c3cccs3)cc2C(=O)NCC2CCCO2)c(C)c1 (stereo not drawn)
→ -22% | 18 | -6% | 0
O=C(N/N=C/c1ccc(OC(=O)c2ccccc2)c([N+](=O)[O-])c1)c1ccc(O)cc1
→ . | -26 | -3% | .
Cc1ccc(NC(=O)CN(C)C(=O)CCOc2ccccc2C)cc1
→ . | 10 | -5% | 4
CCN(C=NC1=NN(c2cccc(C(F)(F)F)c2)CC1)CC
→ . | 22 | -12% | .
O=C(NCN1C(=O)C2C3C=CC(C3)C2C1=O)Nc1nncs1 (stereo not drawn)
→ . | ? | 0% | 3
CCNC(=O)CC1C(=O)N(c2ccc(F)cc2)C(=O)N1Cc1ccc(OC)cc1 (stereo not drawn)
→ -4% | -8 | 0% | -1
COc1ccc(S(=O)(=O)N2CCCCC2)cc1NC(=S)Nc1cccc(Cl)c1C
→ . | 42 | -10% | .
CC1CCC(C(C)C)C(OC(=O)CSc2nnc(N)s2)C1 (stereo not drawn)
→ 10% | 25 | 5% | -16

Some of these compounds in order of their number in IMPase inh, smallest number first.
mol | ALOX15B inhib | PNC assembly inh | ALOX12 inhib | IMPase inh
O=C(CCN1C(=O)c2ccccc2C1=O)Nc1ccc(-c2cn3ccsc3n2)cc1 | -1% | ? | -6% | -2
COc1ccc(C(=O)c2ccccc2Cl)cc1 | 3% | -5 | 4% | 2
CCCCN(C(=O)Nc1ccc(Cl)cc1)C1CCN(C(C)=O)CC1 | 4% | -95* | 2% | 4

Remaining list, next part.
Values run as follows: ALOX15B inhib | PNC assembly inh | ALOX12 inhib | IMPase inh
Cc1c(-c2ccc(F)cc2)[n+](=O)c2c(n1[O-])CCCCC2
→ . | 5 | -6% | .
CCOC(=O)COc1ccc(S(=O)(=O)N2CCN(c3ccccc3)CC2)cc1
→ . | -11 | 2% | .
CCCCCCCCOC(=O)C[N+](C)(C)C/C=C(/C)Cl
→ . | 52 | 1% | .
COc1cc2[nH]c(=O)n(CCC(=O)N3CC=C(c4ccccc4)CC3)c(=O)c2cc1OC
→ 3% | 17 | 0% | 2
COc1ccc(CNc2n[nH]c(NCc3ccc(OC)c(OC)c3)n2)cc1OC
→ 33%[activator] | ? | 7% | 9
N/C(CSc1nc(-c2ccccc2)c(-c2ccccc2)o1)=N\O
→ 24% | 0 | -22% | 0
O=C(Cn1cc2c(n1)CCCC2)NCc1cccnc1
→ . | -6 | 3% | 5
COCCNC(=O)c1ccc2c(c1)ncn2-c1ccc(F)c(F)c1
→ ? | 69 | 2% | 2
CN(CCO)c1cc(Sc2nc3ccccc3s2)c2nonc2c1[N+](=O)[O-]
→ . | 46 | -7% | 7
COc1cccc(OCCNC(=O)c2cccc(OC)c2)c1
→ -1% | 5 | 0% | 8
Cc1ccccc1-n1nnnc1SC1CCOC1=O (stereo not drawn)
→ -3% | -19 | 1% | 2
CCOC(=O)N1CCN(c2nc(C)c3c(n2)CC(C)CC3=O)CC1 (stereo not drawn)
→ 3% | 27 | -4% | ?
COc1cc(OC)cc(C(=O)N2CCN(S(C)(=O)=O)CC2)c1
→ 6% | -4 | 0% | 1
COc1ccc2nc(SC(C(=O)c3ccccc3)c3ccccc3)nc(C)c2c1 (stereo not drawn)
→ . | 104 | 2% | .
COc1ccc(CCNC(=O)CN2C(=O)c3ccccc3S2(=O)=O)cc1
→ . | -5 | 0% | -3[0.369 µM]
CCOc1ccc(NC(=O)C2CCCN(S(=O)(=O)c3c(C)nn(C)c3C)C2)cc1 (stereo not drawn)
→ 1% | 20 | -3% | 2
Cc1ccc2cc3c(nc2c1)N(Cc1ccco1)CC3
→ 14%[2.29 µM] | 15 | 4% | 7
COCCNC(=O)CN1c2ccccc2CC1C (stereo not drawn)
→ -16% | ? | -9% | 7
CC(C)(Oc1ccc(-c2ccco2)cc1)C(=O)O
→ -14% | -6 | -2% | 0
CCc1ccc(S(=O)(=O)NCCc2cn3ccccc3n2)s1
→ 4% | -26 | 3% | 3

Fetched one by one from the list above:
Values run as follows: ALOX15B inhib | PNC assembly inh | ALOX12 inhib | IMPase inh
COc1cccc(OCCNC(=O)c2cccc(OC)c2)c1
→ -1% | 5 | 0% | 8
CC(C)(Oc1ccc(-c2ccco2)cc1)C(=O)O
→ -14% | -6 | -2% | 0
Cc1c(NC(=O)c2cc(-n3cnnc3)ccc2Cl)cccc1-c1nc2ccccc2o1
→ . | 7 | 2% | 0

At a glance, part of the list above:
Values run as follows: ALOX15B inhib | PNC assembly inh | ALOX12 inhib | IMPase inh
COCCNC(=O)CN1c2ccccc2CC1C (stereo not drawn)
→ -16% | ? | -9% | 7
CC(C)(Oc1ccc(-c2ccco2)cc1)C(=O)O
→ -14% | -6 | -2% | 0
CCc1ccc(S(=O)(=O)NCCc2cn3ccccc3n2)s1
→ 4% | -26 | 3% | 3

The results go on.
Values run as follows: ALOX15B inhib | PNC assembly inh | ALOX12 inhib | IMPase inh
O=C(CN1CCN(Cc2ccccc2)CC1)N/N=C/C=C/c1ccco1
→ . | 15 | 1% | .
O=C(c1ccncc1)N1CCC2(CC1)CCN(C(c1ccccc1)c1ccccc1)CC2
→ 1% | . | 2% | .
O=C(N/C=C/c1ccccc1)Nc1ccc(Cl)cc1
→ -11% | 17 | -21% | -4
Cc1cc(OC(C)C(=O)N/N=C/CC(C)c2ccccc2)ccc1Cl (stereo not drawn)
→ -6% | 41 | -2% | -1
O=C(Nc1ccc2c(c1)OCCO2)C1CCCN(c2ncccn2)C1 (stereo not drawn)
→ -1% | -19 | -4% | 3
CCOc1ccc2c(c1)c(N=Nc1cccc(C(=O)O)c1)c(O)n2C
→ . | -15 | -3% | .
CC1=CC(=O)C2=C(C)CC[C@@H]3[C@@H](OC(=O)[C@H]3C)[C@H]12
→ 10%[25.6 µM] | . | 4%[25.6 µM] | -2[20.6 µM]
CC(=O)N1c2c(cc(Br)cc2S(=O)(=O)N2CCN(C(=O)c3ccco3)CC2)CC1C (stereo not drawn)
→ . | -100* | 1% | -11
Cc1nc(NC(=O)C2CCCC2)sc1Cc1ccc2c(c1)OCO2
→ . | -16 | -3% | .
Cc1cc2nc(C)n(CCCNC(=O)Nc3cccc4ccccc34)c2cc1C
→ 22% | ? | 2% | 9
COc1cc(CNn2nnnc2N)ccc1OCC(=O)NC(C)(C)C
→ 5% | -7 | 4% | 5
COC(=O)c1cc(NCc2c(F)cccc2Cl)ccc1N1CCOCC1
→ -11% | -4 | -8% | ?
O=C(NC(C(=O)O)c1ccccc1)c1ccc(S(=O)(=O)N2CCOCC2)cc1 (stereo not drawn)
→ 2% | 15 | 4% | -2
O=S(=O)(Nc1ccc(Cc2ccncc2)cc1)c1ccc(Cl)s1
→ . | ? | -3% | .
Cc1cccc2sc(NC(=O)C3CCCN(S(=O)(=O)c4cccc5nonc45)C3)nc12 (stereo not drawn)
→ . | -100* | 0% | -2
COc1ccc(NC2=Nc3ccccc3N3C2=Nc2c(c(C)nn2-c2ccc(C)cc2)C3c2cccnc2)cc1 (stereo not drawn)
→ 16% | 15 | -5% | -9
CCOc1ccc(S(=O)(=O)NCCC(=O)OCN2C(=O)c3ccccc3C2=O)cc1
→ 10% | -7 | -7% | 2
COc1ccc(/C(O)=C/Sc2nnc(Cc3ccccc3)o2)cc1
→ -7% | -12 | -4% | -2
CCc1nnc(NC(=O)CSc2nnc(-c3cc4ccccc4cc3O)n2CCOC)s1
→ -25% | ? | -6% | 9
CCN(CC)c1ccc(NC(=O)Nc2cccc(C(C)=O)c2)cc1
→ ? | ? | -28% | 23
